Screening data from PubChem BioAssay.
E-sel TNF inh – blocks E-selectin expression induced by TNF alpha; HUVEC TNFa-induced E-selectin immunofluorescence, high content; inhibition, % at 2 µM; hit rate 0.71% among 120,000;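 active means inhibition above the batch mean plus 3 SD, and confirmed as a hit on visual image review, cut at about 43% in these data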;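 further: 0% = TNF-stimulated DMSO wells and 100% = unstimulated control wells; not every result past the cut was called active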
NPY Y2 blocker – antagonists of human neuropeptide Y receptor Y2; AID 793; hit rate 0.99% among 140,000; inhibition, % at 2.7 µM; NPY-Y2 expressing cells, antagonist mode; in the data active means inhibition above about 17%;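 further: 0% = vehicle with agonist challenge and 100% = reference antagonist with challenge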
Target sequence (P49146 whole entry, looked up): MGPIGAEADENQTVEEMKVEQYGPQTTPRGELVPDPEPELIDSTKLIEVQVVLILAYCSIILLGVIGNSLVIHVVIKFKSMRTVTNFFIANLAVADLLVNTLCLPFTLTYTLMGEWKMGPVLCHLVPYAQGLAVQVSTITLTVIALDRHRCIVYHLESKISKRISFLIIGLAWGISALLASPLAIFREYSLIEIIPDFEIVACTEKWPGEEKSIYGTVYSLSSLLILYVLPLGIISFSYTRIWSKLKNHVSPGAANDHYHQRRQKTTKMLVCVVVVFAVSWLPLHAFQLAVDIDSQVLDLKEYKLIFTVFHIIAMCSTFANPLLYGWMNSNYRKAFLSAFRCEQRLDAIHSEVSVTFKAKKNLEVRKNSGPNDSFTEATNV
Yeast growth inh – reduces growth of yeast BB579 in restrictive medium; inhibition, % at 10 µM; S. cerevisiae BB579 growth, OD615, 48 h; AID 804; hit rate 0.51% among 140,000;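 active means inhibition above a set limit, 3 SD over the mean compound inhibition, cut at about 44% in these data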; further: inactives centre near -24
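Material: Saccharomyces cerevisiae DeaD strain BB579, replicative lifespan model yeast; buffer or medium: CSMM-D restrictive synthetic medium containing dextrose (glucose); compound: 10 µM single dose, DMSO 0.25%; timing: 48 h compound exposure at 30 °C after 4 h preincubation; signal: turbidity as optical density at 615 nm; benchmarks: positive control amphotericin B 10 µg/mL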
MRP1 act – activators of MRP-1. H69AR cells + doxorubicin, viability rescue, CellTiter-Glo. viability increase, % at 10 µM. hit rate 0.61% among 140,000;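 active means viability gain under doxorubicin at or above a set limit, the compound median plus 3 SD, cut at about 4.7% in these data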;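 further: MRP-1 overexpressing cells given doxorubicin 25 µM after compound pretreatment; 18-22 h compound pretreatment then 72 h with doxorubicin before readout; 0% = doxorubicin-only wells and 100% = vehicle-treated cells without doxorubicin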
Yeast life ext – yeast lifespan extension. S. cerevisiae growth with nicotinamide, OD615; deaD strain in restrictive glucose medium. inhibition of the nicotinamide effect, % at 10 µM. hit rate 0.68% among 130,000;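 active means inhibition above a set limit, placed 3 SD over the median of all compounds, cut at about 26% in these data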;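 further: 0% = nicotinamide-treated wells and 100% = cells grown without nicotinamide; some compounds called inactive have numbers as strong as hits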
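System: DeaD-strain S. cerevisiae / Buffer or medium: CSMM-D, restrictive glucose (dextrose) synthetic minimal medium / Probe or stimulus: nicotinamide, 1.5 mM, co-present with compound / Compound: one concentration, 10 µM, DMSO 0.25% / Incubation: 48 h compound exposure at 30 °C, humidified / Technique: optical density (absorbance) at 615 nm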
Phagocyt inh – inhibitors of macrophage phagocytosis | J774A.1 macrophage IgG-bead phagocytosis, imaging | inhibition, % at 5 µM | hit rate 0.07% among 110,000 | AID 1029;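 active means inhibition above the mean of the plate negative controls plus 5 SD, cut at about 13% in these data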;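 further: phagocytic index as fraction of beads internalized from green versus red external bead signal; plate controls were DMSO negative control for no effect and cytochalasin-D positive control for full effect; some results beyond the cut were filed as inactive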
bCat KO growth – beta-catenin-lacking colon tumor cell growth suppression; HCT116 beta-catenin knockout viability, CellTiter-Glo, 60 h; stronger effect = lower value; AID 818; hit rate 1.5% among 140,000; viability, % at 10 µM;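 active means viability at or under a set limit, the compound median less 4 SD, cut at about 6% in these data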;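 further: 0% = Hyamine 1622 control at 20 µM and 100% = untreated cell control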
GALR2 antag – antagonists of human galanin receptor 2 (GALR2) | O43603 | GALR2-expressing cells, antagonist mode | inhibition, % at 4 µM | hit rate 0.39% among 140,000; in the data active means inhibition above about 27%;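 further: cells stimulated with galanin 1-16 at roughly its EC80; 0% = agonist challenge control and 100% = basal control without agonist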
Target sequence (O43603 whole entry, looked up): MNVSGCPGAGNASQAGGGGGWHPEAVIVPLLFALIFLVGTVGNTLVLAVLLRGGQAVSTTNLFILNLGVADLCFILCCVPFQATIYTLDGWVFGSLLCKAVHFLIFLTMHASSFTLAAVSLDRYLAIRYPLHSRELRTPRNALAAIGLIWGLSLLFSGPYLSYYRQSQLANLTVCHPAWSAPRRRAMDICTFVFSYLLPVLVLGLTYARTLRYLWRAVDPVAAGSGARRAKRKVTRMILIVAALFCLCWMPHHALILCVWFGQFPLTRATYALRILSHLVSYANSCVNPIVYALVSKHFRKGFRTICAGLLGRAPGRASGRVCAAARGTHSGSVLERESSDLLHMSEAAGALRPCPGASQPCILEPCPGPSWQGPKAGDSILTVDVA
Measles CPE – protection of cells from measles virus; Measles virus-infected cells, CPE protection, absorbance; protection (pct of control), % at 4 µM; hit rate 1.5% among 140,000; AID 841; in the data active means protection mostly above about 24%, no sharp cut-off; inactive means mostly below about 26%; further: some compounds called inactive have numbers as strong as hits
PTEN del growth – suppresses growth of cells with PTEN deletion. HCT116 PTEN-null viability, CellTiter-Glo, 60 h; stronger effect = lower value. viability, % at 10 µM. hit rate 1.2% among 140,000;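 active means viability at or below a set limit, 4 SD under the median of all tested compounds, cut at about 3.7% in these data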;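 further: PTEN knockout HCT116 line with beta catenin targeted HCT116 as companion control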
Starred values were filed as active, the others as inactive; / = no result given; & = joins results of further samples. Rows were taken by chance; any-hit rate near 6.1%.

SMILES	E-sel TNF inh	NPY Y2 blocker	Yeast growth inh	MRP1 act	Yeast life ext	Phagocyt inh	bCat KO growth	GALR2 antag	Measles CPE	PTEN del growth
O=C(c1ccc(F)cc1)c1c[nH]c(C(=O)NCCCN2CCOCC2)c1	/	2	-25	-2.4	-3	-1	100	7	9	90
Cn1c(NC(=O)C2CCCO2)cc(=O)n(C)c1=O (configuration not stated)	-39	6	-12	-1.2	-14	-1	98	12	19	95
N#C/C(=C/Nc1ccccc1)c1ccsc1	7	3	-26	-1.6	-27	-1	104	1	19	92
CS(=O)(=O)c1nncn1-c1ccccc1	-6	0	-33	-2.1	/	/	91	2	11	95
Cc1nnc(Nc2ccc3c(c2)ncn3C)c2ccccc12	-9	2	-6	0.5	-13	0	33	13	4	51
CC(C)(C)NC(=O)NC(=O)CSc1nnc(COc2ccccc2Cl)o1	-1	3	16	-0.1	-15	1	89	1	14	106&88
O=C(CSc1nnc(CNC(=O)c2ccccc2F)o1)c1ccc(Cl)cc1	-9	3	-21	-0.1	-12	/	76	-8	4	86
CC1(C)CC(CCN(Cc2ccccc2)C(=O)c2ccco2)(c2ccccc2)CCO1 (configuration not stated)	/	10	-12	-2.4	12	-3	76	7	4	67
COc1cc(C)nc(Nc2nc(C)c(C(C)=O)s2)n1	/	1	1	-3.4	-7	-1	43	-8	19	72
Cc1nc(C(=O)Nc2ccc(Cl)cc2)nn1-c1ccc([N+](=O)[O-])cc1	12	4	-13	-1.2	-6	0	84	-1	6	88
COC(=O)c1[nH]c2ccc(C)cc2c1NC(=O)Oc1ccccc1	0	2	-8	-0.7	-11	0	103	-6	4	108
CCCC(O)(CCC)C(=O)NN(C(=O)CCl)c1ccccc1	/	4	21	-4.6	-3	-10	61	15	49	61
O=C(CNc1ccc2ccccc2c1)N/N=C/C=C/c1cccc([N+](=O)[O-])c1	21	1	-27	-5.8	1	-1	92	-9	14	90
CSCCC(NS(=O)(=O)c1ccc(Cl)cc1)C(=O)OCC(=O)NC12CC3CC(CC(C3)C1)C2 (configuration not stated)	5	0	-32	-2.8	0	/	91	4	32	98
c1ccc(-c2nnc(-c3ccco3)n2-c2ccccc2)cc1	-9	0	-28	-4.4	-5	/	84	13	24	91
O=C(CNC(=O)c1ccc(Cl)cc1)NCCCn1ccnc1	-29	2	-26	-0.8	-3	0	107	11	29	99
Cc1nn(Cc2ccccc2)c(Cl)c1C(=O)NCc1ccc(C)n1C	-72	1	-35	-1.8	-7	1	98	-2	/	98
CCOc1ccc(-n2c(=S)sc3c(=O)[nH]c(SCC(=O)NC(C)CC)nc32)cc1 (configuration not stated)	-5	3	-22	0.7	3	1	97	1	5	86
O=C1N=C2SCCN2/C1=C\c1ccc(Cl)cc1	12	-1	-37	-0.6	-3	0	98	-2	7	106
NNC(=O)c1nn(-c2ccc(Cl)cc2)ccc1=O	-36	-1	-26	0.6	-1	0	103	5	6	96
COc1ccc(OC)c2[nH]c(=O)c(CCNC(=O)c3ccc(Br)o3)cc12	-9	0	-4	4.7*	-18	-1	86	11	7	77
CCOC(=O)CNC(=O)CSc1nc2cccnc2n1C	-34	0	2	0.2	-15	-1	99	0	1	101
CCc1ccc(-c2nn[nH]n2)cc1	-3	4	-41	-0.4	-15	-1	92	5	18	99
CC(C)n1c(SCc2ccccc2F)nc2c1c(=O)n(C)c(=O)n2C	/	7	-42	-1.6	-7	0	78	-5	6	74
COC(=O)c1sc(N)c(C(=O)OC)c1CSc1nc2sc3c(c2c(=O)n1C)CCC3	19	-1	-23	-2.0	/	/	67	14	10	64

Next section
SMILES	E-sel TNF inh	NPY Y2 blocker	Yeast growth inh	MRP1 act	Yeast life ext	Phagocyt inh	bCat KO growth	GALR2 antag	Measles CPE	PTEN del growth
O=C(N1CCN(c2ccccc2)CC1)C(F)(F)C(F)F	-6	4	-50	1.5	-8	-1	92	-17	8	107
C#CCN1C(=O)C(O)(CC(=O)c2ccc3c(c2)OCCO3)c2ccccc21 (configuration not stated)	/	4	3	-0.2	-14	0	91	4	7	51
Cc1cc(C)cc(N2C(=O)c3nccnc3C2=O)c1	/	1	-13	-0.8	0	-2	96	-11	3	86
N=c1sccn1CC(=O)Nc1ccc(Cl)c(S(=O)(=O)N2CCOCC2)c1	-67	-2	-32	-3.1	-3	-1	88	9	7	95
COc1cccc(NC(=O)CSc2nc3ccccc3c3nc4ccccc4n23)c1	/	6	-13	-4.2	2	-12	75	5	18	47
COC(=O)/C(=C1\Oc2ccc(C(C)(C)C)cc2S1)C(F)(F)F	/	2	3	-0.9	6	8	102	3	16	92
COc1ccc(CCNC(=O)Cc2ccc3c(c2)OCO3)cc1OC	/	-1	-10	0.7	3	-11	99	7	2	97
COc1cccc(NS(=O)(=O)c2ccc3[nH]cc(C(=O)NCCCOC(C)C)c(=O)c3c2)c1	2	-3	-31	2.8	-4	/	67	-5	4	68
COc1ccc(COC(=O)c2ccc(N3CCCC3=O)cc2)cc1F	/	2	-62	0.5	-15	0	86	-2	8	102
COc1ccc(OCC(O)CNc2ccc(Br)cc2)cc1 (configuration not stated)	13	7	-23	-2.9	-10	4	92	10	6	97
CC(C)CCNC(=O)c1cccc(C(=O)NCCC(C)C)c1	1	4	7	-1.0	0	-1	96	1	2	101
COc1cc(-c2nnc(CSc3nnc(Nc4ccc(C(C)C)cc4)s3)o2)cc(OC)c1OC	/	1	2	-2.8	-4	-7	57	12	/	39
COC(=O)c1ccc(OC(=O)C2CC(=O)N(c3ccc(C)cc3C)C2)cc1 (configuration not stated)	0	1	12	-0.6	-12	0	96	-1	6	97
C=CCN1C(=O)/C(=C/c2ccc(OCC(=O)O)cc2)S/C1=N/c1nccs1	30	1	-9	-0.1	-5	9	105	10	24	93
O=C(N/N=C/c1ccco1)c1cc(-c2cccc3ccccc23)n[nH]1	-42	2	0	0.9	-32	/	86	-1	9	76
CCOC(=O)C1C(=O)NC(N2CCOCC2)=NC1C(C)C (configuration not stated)	0	-3	-40	-0.7	1	0	108	-4	12	99
CCOc1ccccc1C(=O)Nc1nccs1	-6	3	6	-0.7	-27	0	100	-10	3	94
CCOc1cc(C(=O)O)cc(Cl)c1OC	-6	5	-37	-1.9	/	/	96	1	1	98
CC(=Nc1ccccc1C)C1=C(O)CSC1=O	3	4	-24	0.5	-9	/	111	-7	6	113
COc1ccc(/C=N/N(C(C)=O)c2nc(-c3ccc(C)cc3)cs2)cc1	-15	3	-74	1.6	-1	/	108	-3	22	107
CC(=O)Nc1nc2n(n1)C(c1ccccc1)C=C(c1ccccc1)N2 (configuration not stated)	/	1	-25	-4.1	-8	-1	88	15	8	82
O=C(OCCN1CCCCC1)c1ccc(O)cc1	-2	0	-28	-2.4	0	-2	97	-5	1	104
CC(=O)N1CCn2c3c(c(=O)c4cc(C)ccc42)CCC31 (configuration not stated)	-30	0	-68	0.1	-13	-2	91	2	18	92
COc1ccc2c(Cl)c(C(=O)NN)sc2c1	9	1	-10	-2.3	-30	-2	91	-6	38	79
Cc1nn(-c2ccccn2)c2c1C(c1ccccc1Cl)C1=C(N2)c2ccccc2C1=O (configuration not stated)	/	3	-42	-2.1	2	-3	39	-10	17	24

Compounds shown so far containing a COOH group, in the order listed:
SMILES	E-sel TNF inh	NPY Y2 blocker	Yeast growth inh	MRP1 act	Yeast life ext	Phagocyt inh	bCat KO growth	GALR2 antag	Measles CPE	PTEN del growth
C=CCN1C(=O)/C(=C/c2ccc(OCC(=O)O)cc2)S/C1=N/c1nccs1	30	1	-9	-0.1	-5	9	105	10	24	93
CCOc1cc(C(=O)O)cc(Cl)c1OC	-6	5	-37	-1.9	/	/	96	1	1	98

Back to the main list with the 2 entries that preceded the break.
SMILES	E-sel TNF inh	NPY Y2 blocker	Yeast growth inh	MRP1 act	Yeast life ext	Phagocyt inh	bCat KO growth	GALR2 antag	Measles CPE	PTEN del growth
COc1ccc2c(Cl)c(C(=O)NN)sc2c1	9	1	-10	-2.3	-30	-2	91	-6	38	79
Cc1nn(-c2ccccn2)c2c1C(c1ccccc1Cl)C1=C(N2)c2ccccc2C1=O (configuration not stated)	/	3	-42	-2.1	2	-3	39	-10	17	24
CCn1cc(-c2cc(C(F)(F)F)n3nc(C(=O)O)cc3n2)c(C)n1	/	1	-42	-0.1	5	1	94	8	10	102
COC(=O)c1ccccc1NC(=O)CSc1nnnn1C1CCCCC1	-32	7	-35	-1.9	1	1	89	-10	11	88
CCOc1cc(-c2noc(CCC(=O)Nc3cccnc3)n2)ccc1OC	8	3	-71	-1.5	-1	2	101	7	10	99
CCN(CC)C(=O)CN(c1cccc(OC)c1)S(=O)(=O)c1ccc(C)cc1	1	1	-35	-1.8	2	3	96	-5	14	101
CC(NC(=O)CN1CCC(C(N)=O)CC1)c1ccccc1 (configuration not stated)	-2	2	-31	-0.3	-5	2	93	3	5	105
CCOC(=O)c1cccnc1SC(CC)C(=O)N1CCOCC1 (configuration not stated)	-11	1	-15	-1.1	-10	-2	98	6	32	90
CN1CCN(C(CNS(=O)(=O)c2ccc(Cl)cc2)c2cccnc2)CC1 (configuration not stated)	-28	3	6	-2.0	-4	/	93	1	8	98
CCCCCC(=O)c1c(C)[nH]c(C(=O)OCC)c1C	20	4	-8	-1.0	-6	-2	75	7	9	88
Cc1ccc(C(NC(=O)NCCCN2CCOCC2)=C(Cl)Cl)cc1F	14	1	6	-5.3	-1	0	11	9	28	8
O=C(COC(=O)/C=C/c1cccc(F)c1)Nc1ccccc1-c1ccccc1	/	16	-10	-2.7	-2	2	79	13	13	84

Among those listed so far, these contain a furan ring, fused or not:
SMILES	E-sel TNF inh	NPY Y2 blocker	Yeast growth inh	MRP1 act	Yeast life ext	Phagocyt inh	bCat KO growth	GALR2 antag	Measles CPE	PTEN del growth
CC1(C)CC(CCN(Cc2ccccc2)C(=O)c2ccco2)(c2ccccc2)CCO1 (configuration not stated)	/	10	-12	-2.4	12	-3	76	7	4	67
c1ccc(-c2nnc(-c3ccco3)n2-c2ccccc2)cc1	-9	0	-28	-4.4	-5	/	84	13	24	91
COc1ccc(OC)c2[nH]c(=O)c(CCNC(=O)c3ccc(Br)o3)cc12	-9	0	-4	4.7*	-18	-1	86	11	7	77
O=C(N/N=C/c1ccco1)c1cc(-c2cccc3ccccc23)n[nH]1	-42	2	0	0.9	-32	/	86	-1	9	76
